Compound activity as filed in PubChem BioAssay.
Hep lipid drop – modulators of hepatic lipid droplet formation. AML12 mouse hepatocytes, oleate lipid droplets, BODIPY imaging. inhibition, % at 6.5 µM. 240,000 compounds, 0.4% hits. AID 1656;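 active = lipid droplet intensity inhibited by at least 50%, with more than 500 cells counted; inconclusive = wells with under 300 cells, treated as cytotoxic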
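Material – mouse AML12 hepatocyte cell line, fixed after treatment · Compound dosing – one dose, 6.5 µM compound · Times – compound with oleate, overnight · Measured by – Image-based BODIPY and DAPI two-channel analysis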
MT stabilizer – microtubule stabilization, imaging screen | HeLa tubulin immunostaining HCS, 24 h; share of cells brighter than vehicle mean+2SD | % tubulin-high responders, % at 10 µM | 200,000 compounds, 0.83% hits | AID 2205;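 active = plate Z-score above 3 for both tubulin-high and condensed-nucleus cell shares, with cell loss under 80%, at 10 µM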;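 note: anti alpha tubulin signal scored within the nucleus-defined area of each cell; some results filed as inactive read as strong as hits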
Autophagy HCS – modulators of autophagy; MEF GFP-LC3 puncta imaging; test concentration mostly 10 µM; calls only at 10 µM (by protocol); 190,000 compounds, 0.98% hits;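 active = percentage of spot-positive cells more than 3 SD above its plate mean, without a fluorescence outlier flag or 80% toxicity; inconclusive = no clear call, values can overlap the other calls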;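 note: spot-positive cell cutoff set from DMSO-treated cells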
M17LAP inhibition – P. falciparum M17LAP inhibitors, primary screen, biochemical, fluorogenic H-Leu-NHMec substrate, 1536-well (AID 1619). 220,000 compounds, 0.38% hits. recombinant M17LAP, H-Leu-NHMec fluorogenic kinetic assay; higher % means a stronger effect. inhibition, % at 30 µM; hits with a dose series show IC50 in µM;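 active = compound inhibiting the enzyme by more than half at any dose during confirmatory dose-response retesting; inconclusive = strong single-dose inhibitors picked by rank but not retested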;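 note: plate controls were full reaction with DMSO carrier for no effect and no enzyme background for full effect; strong numbers were not always called active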
Yfh1-depleted yeast – mitochondrial function rescue without frataxin homolog – Friedreich's ataxia, plus single-dose screen, dose response (AID 1465); S. cerevisiae Yfh1-off respiration, WST-1 reduction, 72 h; higher fold induction means a stronger effect; fold induction at 50 µM; hits with a dose series show EC50 in µM; 220,000 compounds, 0.074% hits;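 active = fold induction of absorbance versus untreated yeast above a set limit, then at least 30% activation at any dose in follow-up; inconclusive = repeats straddling the limit, or above it without dose testing; inactive = fold induction below the set limit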;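 note: activators that raise dye reduction in frataxin-depleted yeast; strong numbers were not always called active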
ER stress rescue – rescue of cells from ER stress-induced death, primary screen, 384-well, CSM14.1, thapsigargin, ATP luminescence (AID 1222); CSM14.1 thapsigargin-induced death rescue, ATP luminescence; higher % means a stronger effect; cellular ATP content (survival), % at 20 µM; hits with a dose series show EC50 in µM; 190,000 tested, under 10 active;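 active = EC50 below 50 µM in the dose-response confirmation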;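 note: death triggered by thapsigargin at about 15 µM added after 2 h compound pretreatment; cell ATP read after overnight thapsigargin exposure of roughly 18 to 22 hours; normalized against plate controls of thapsigargin alone and 5% DMSO vehicle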
Ins promoter up – MIN6 insulin promoter up-regulation; MIN6 insulin promoter-GFP reporter, high-content imaging; active compounds read high; z-score at 5 µM; 190,000 compounds, 0.3% hits; AID 1625;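 active = z-score above 3 at 5 µM with at least 500 cells counted in the well; inconclusive = wells under 500 cells, flagged as cytotoxic or low count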
M1AAP inhibition – malaria alanyl aminopeptidase activity blockers – biochemical, fluorogenic H-Leu-NHMec substrate, 1536-well (AID 1445). 220,000 compounds, 0.42% hits. inhibition, % at 30 µM; hits with a dose series show IC50 in µM. recombinant M1AAP, H-Leu-NHMec fluorogenic kinetic assay; higher % means a stronger effect;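 active = primary inhibition above the hit cutoff, then over 50% inhibition at one or more dose response concentrations, cut at about 23% in these data, passing the limit was not always enough; inconclusive = conflicting primary data, or primary hits not chosen for dose response; inactive = low primary inhibition, or under 50% at every dose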;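 note: plate controls were DMSO full reaction for no effect and no enzyme background for full effect; strong numbers were not always called active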
Dynein transport – dynein cargo transport inhibition; z-score, hits read low; 220,000 compounds, 0.47% hits; 3617.4 mouse cells, GR-EGFP nuclear translocation imaging; test concentration mostly 20 µM; stimulated with dexamethasone, 1 µM; active compounds read low;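 active = plate z-score of nuclear minus cytoplasmic receptor signal below a set negative limit, without overly bright fluorescence or cell loss, cut at about -3.5 in these data, passing the limit was not always enough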;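 note: z-score of nuclear minus cytoplasmic ring GR-EGFP intensity difference per well; some compounds called inactive have numbers as strong as hits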
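Buffer or medium: tet-free, stripped-serum medium; reagent: dexamethasone at 1.0 µM final, 30 min; incubation: 48 h induction, 1 h compound, 30 min dex at 37 °C; measured by: formaldehyde fixation, Hoechst nuclear stain, 10x automated fluorescence imaging; read-out: nuclear-to-cytoplasmic GR-EGFP distribution per well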
Dynein transport cytoplasmic EGFP – also measured in Dynein transport; calls as there; z-score; measured here: cytoplasmic GR-EGFP intensity; active compounds read high
Dynein transport nuclear GR-EGFP – second read-out of Dynein transport, no call of its own (marks repeat the call); z-score; measured here: nuclear GR-EGFP intensity;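 lower value marks the stronger effect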
Dynein transport cell count – further read-out of Dynein transport, marked with its call; z-score; measured here: cell count per field
Ins promoter up cell count – also measured in Ins promoter up; calls as there; cell count; measured here: cytotoxicity, nuclei count;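 total cells summed across four imaged fields per well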
Hep lipid drop cells 6.5 µM – second read-out of Hep lipid drop, no call of its own (marks repeat the call); cell count; measured here: cell count, cytotoxicity flag;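 cells counted across two imaged fields per well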
MT stabilizer Hoechst-high % – also measured in MT stabilizer; calls as there; % Hoechst-high responders; measured here: nuclear condensation Hoechst responders;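 share of cells brighter than vehicle mean plus two SD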
MT stabilizer cytotoxicity % – recorded beside MT stabilizer, whose call it bears; toxicity, %; measured here: cytotoxicity by cell density;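 0% = mean cell density of plate MIN control wells and 100% = no cells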
Autophagy HCS cell loss 18 h – further read-out of Autophagy HCS, marked with its call; toxicity, %; measured here: cell loss, nuclei count;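 cell loss after 18 h compound exposure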
* = called active by the depositor; i = inactive; ? = inconclusive; . = not tested or not shown.

SMILES	Hep lipid drop	Hep lipid drop cells 6.5 µM	MT stabilizer	MT stabilizer Hoechst-high %	MT stabilizer cytotoxicity %	Autophagy HCS	Autophagy HCS cell loss 18 h	M17LAP inhibition	Yfh1-depleted yeast	ER stress rescue	Ins promoter up	Ins promoter up cell count	M1AAP inhibition	Dynein transport	Dynein transport cytoplasmic EGFP	Dynein transport nuclear GR-EGFP	Dynein transport cell count
CCCNC1=C(C)C(=O)CC1	.	.	3.8	1.7	5.7	i	-5.9	4.3%	i	1.9%	-0.01	1380	9.3%	-0.192	-0.349	-0.1	-0.394
Cn1c(=O)c2c(nc(N3CCc4ccccc4C3)n2Cc2ccccc2F)n(C)c1=O	-10.0	747	1.0	1.3	2.9	i	-0.6	-1.1%	.	-1.3%	.	.	8.6%	-0.817	-0.211	-0.00642	-0.771
O=C(Nc1ccccc1-c1nnn(CC(=O)N2CCOCC2)n1)c1ccccc1F	-3.4	670	2.6	1.6	6.7	i	-35.7	-1.5%	i	6.2%	0.48	1446	4.7%	-0.43	-0.256	-0.018	0.519
Cc1ccccc1NC(=O)CCN1C(=O)CSC1=O	8.2	756	3.0	2.6	8.6	i	-4.9	-7.2%	i	4.7%	0.02	1292	7.6%	-1	-0.168	-0.192	-0.356
COc1cccc(/C=C/C(=O)c2ccc(C)c([N+](=O)[O-])c2)c1	-7.4	624	1.7	1.9	5.0	i	5.2	-0.3%	i	-2.4%	0.16	1254	5.0%	-4.03*	0.451*	-2.41*	-0.154*
CN(C)c1nc(N)nc(CSc2nnnn2-c2cccc3ccccc23)n1	21.9	697	2.6	2.2	9.2	i	3.1	5.2%	i	1.8%	-0.06	1243	2.5%	-0.165	-0.225	0.225	0.307
O=C(Nc1cc(C(F)(F)F)ccc1N1CCCCC1)c1cccc([N+](=O)[O-])c1	.	.	1.9	1.9	10.9	i	0.0	2.7%	i	-0.9%	-0.9	1279	13.4%	-0.866	-0.117	-0.569	0.623
CC(=O)c1cccc(NC(=O)c2cc(C(C)C)on2)c1	.	.	3.4	2.4	6.3	.	.	-0.7%	i	-1.7%	-0.66	893	0.6%	-0.744	-0.289	-0.377	0.571
CN(C)S(=O)(=O)Oc1ccc(C(=O)Nc2ccc([N+](=O)[O-])cc2)cc1	-3.5	641	6.8	2.0	9.6	i	-3.6	-8.1%	i	.	-0.98	1122	-0.6%	-0.634	1.04	-0.145	0.466
COc1ccc2c(c1OC)C(=O)N1N=C(c3ccc(F)cc3)CC21 (centres undefined)	-22.4	693	6.5	1.9	9.3	i	3.0	1.6%	i	1.2%	-0.2	1322	-2.1%	1.19	-0.305	0.353	-1.61
Cc1ccc(N=Nc2ccc(O)c3ncccc23)cc1C	23.8	650	10.7	1.7	21.5	i	36.7	-2.6%	i	2.3%	-4.43	623	3.1%	-0.775	-0.314	-0.426	0.69
Cc1ccc(C)c(N(C(=O)CCC(=O)Nc2cc(C)on2)C(C(=O)NC2CCCC2)c2ccco2)c1 (centres undefined)	.	.	1.7	0.9	5.2	i	-1.0	3.9%	.	2.1%	-1.3	1282	4.3%	0.508	-0.201	-0.0511	0.135
COc1ccc(/C(C)=N/NC(=O)Cn2nc([N+](=O)[O-])cc2C)cc1	-1.3	778	.	.	.	.	.	0.1%	i	.	1.29	1128	-4.7%	1.36	-0.172	0.49	-1.1
O=C(Nc1ccncc1)c1cc2ccccc2o1	1.2	674	1.8	1.6	2.8	i	-1.5	-3.8%	i	-5.3%	-2.07	1189	1.4%	1.27	0.0185	1.02	-0.895
O=C1CN(C(=O)CN2CCOCC2)C(c2ccccc2)c2cc(Br)ccc2N1 (centres undefined)	.	.	2.4	3.7	10.5	i	-0.2	3.8%	i	-0.9%	0.43	1064	15.4%	0.106	-0.263	0.0966	0.377
CCC(C)NC(=O)CC(NS(=O)(=O)c1ccc(Cl)cc1)c1ccco1 (centres undefined)	10.6	702	3.1	2.1	7.5	i	-6.0	2.1%	i	.	0.16	1203	3.0%	0.0162	-0.288	-0.071	0.927
CCN1CCN(C(=O)c2sc3ncnc(N4CCc5ccccc5C4)c3c2C)CC1	-2.6	757	3.9	2.1	5.8	i	-3.7	14.5%	i	-1.2%	-1.08	1312	3.6%	-0.512	-0.216	-0.547	0.791
Cc1cccc(NC(=O)c2cnn3ccccc23)c1C	-5.4	624	.	.	.	.	.	15.3%	i	.	-0.19	1024	7.6%	-0.254	-0.204	-0.161	0.111
Cc1c(C2C(C#N)=C(N)N(c3cccc([N+](=O)[O-])c3)C3=C2C(=O)CCC3)cnn1C (centres undefined)	-3.6	702	2.6	2.1	5.7	i	6.4	16.6%	i	-0.4%	.	.	10.0%	-1.06	0.629	-0.223	0.519
CNC(=O)c1cc2c(=O)n3cc(C)ccc3nc2n(C(C)C)c1=N	.	.	1.5	1.8	4.1	i	-5.5	-155.8%	i	-1.1%	0.15	1147	?	-0.69	-0.184	-0.441	0.458
COc1ccc(S(=O)(=O)NCC(c2cccnc2)N2CCN(C)CC2)cc1C (centres undefined)	-0.8	712	4.6	2.6	2.5	.	.	14.8%	i	-0.6%	-0.14	1339	13.5%	0.327	-0.235	0.332	-0.196
c1ccc(N2CCN(Cc3ccnc4ccccc34)CC2)cc1	-21.3	683	1.8	1.3	24.6	i	19.2	-5.7%	i	.	-9.38	552	4.4%	-0.931	0.978	0.14	0.634
O=C(Nc1cccc(-c2csc(Nc3ccc(Cl)cc3)n2)c1)c1ccccc1	7.4	668	.	.	.	.	.	-3.2%	i	.	-2.13	810	2.9%	-0.14	-0.766	-0.0283	-0.34
O=C1C(c2ccc(F)cc2)N(Cc2ccc3c(c2)OCO3)C(=O)CN1C1CCCC1 (centres undefined)	.	.	1.5	2.3	8.7	i	5.7	4.7%	i	0.6%	0.11	1242	2.4%	-0.655	-0.212	-0.297	0.643
CC(C(=O)Nc1ccc(C#N)cc1)N(C)CC(=O)Nc1cccc(F)c1 (centres undefined)	2.1	695	3.2	2.2	6.5	i	0.9	7.2%	i	-1.3%	-1.15	1287	3.7%	-0.385	-0.16	0.0513	0.812
O=C(c1cccc(C(F)(F)F)c1)c1c[nH]c(C(=O)NCCCN2CCOCC2)c1	5.0	709	5.7	2.7	5.6	i	16.1	-2.4%	i	.	0.19	1283	0.7%	-0.0063	-0.321	0.333	-0.128
CCOC(=O)c1oc2ccccc2c1CN1CCN(c2ccccc2)CC1	2.4	818	1.5	2.2	11.0	i	-15.2	-18.1%	i	-1.1%	-0.05	1112	3.8%	-0.159	-0.176	-0.0558	-0.0854
COc1ccc(Cl)cc1Nc1ncnc2sc(C)c(S(=O)(=O)N3CCC(C)CC3)c12	-18.8	645	2.3	3.8	12.7	i	-0.9	-24.2%	i	-2.4%	-0.04	1241	5.3%	-0.553	0.0622	-0.491	-0.0477
COc1ccc(C(=S)N2CCCC2)cc1OC	9.0	743	1.2	1.1	10.4	i	2.2	-3.8%	i	-0.6%	-0.02	1056	-3.1%	1.42	-0.139	1.1	-1.2
COc1c(F)c(F)c(C(=O)Nc2ccccc2N2CCN(C(C)=O)CC2)c(F)c1F	4.6	784	2.1	1.6	1.3	i	0.3	1.1%	i	3.3%	-1.24	1238	-2.6%	-0.77	-0.246	-0.336	0.464
CC1CC(=O)Nc2ccccc2N1C(=O)CN1CCN(C=O)CC1 (centres undefined)	2.2	702	3.8	2.9	9.4	i	4.6	1.2%	i	-1.4%	-0.35	1405	-2.1%	1.88	-0.262	1.28	-1.16
OCC1(Cc2ccccc2)CCCN(C2CCCC2)C1 (centres undefined)	-1.3	687	2.6	1.8	8.8	i	8.8	-1.5%	i	-0.5%	-0.51	1475	6.1%	-0.244	-0.267	-0.13	0.476
CCc1ccc(N2CN=c3s/c(=C\c4ccccc4)c(=O)n3C2)cc1	2.3	579	.	.	.	.	.	-1.8%	i	.	-0.82	1423	3.4%	0.5	-0.148	0.0133	-0.517
Cc1ccc(S(=O)(=O)CC(=O)c2ccc(C)c([N+](=O)[O-])c2)cc1	-9.0	672	3.9	1.9	7.2	i	12.9	-11.8%	i	2.1%	0.31	1930	7.2%	0.388	-0.124	0.0778	-1.7
Cc1cc(C)cc(NC(=O)CSc2ccc(-c3ccco3)nn2)c1	-2.9	666	4.2	2.3	5.0	i	-31.8	7.4%	i	0.2%	-0.01	1376	12.6%	-0.36	-0.26	-0.343	0.212
C/C(=N\NC(=O)c1cccc(N/N=C(\C)c2ccc([N+](=O)[O-])cc2)c1)c1ccc([N+](=O)[O-])cc1	0.2	626	.	.	.	.	.	10.2%	i	.	-1.02	1014	2.0%	-0.236	-0.0724	0.677	-0.517
CC(C)C(=O)N1CCN(c2c(Cl)cccc2[N+](=O)[O-])CC1	.	.	2.3	2.4	1.2	i	3.3	-1.3%	i	-1.6%	1.21	1194	8.7%	0.704	-0.169	0.352	-0.677
C=CCOC(=O)C(C#N)c1nc2ccccc2nc1N1CCCC1 (centres undefined)	11.0	763	2.8	2.0	3.3	i	2.5	-21.1%	i	-2.7%	0.48	1220	17.4%	0.887	-0.141	0.493	-0.828

Compounds were not picked by outcome; about 3.5% have a hit in one of these screens.
